# Source: PubChem (Broad Institute)
# GSIS activator = primary screen for activators of insulin secretion dependent on glucose, INS-1E cells, GLuc reporter luminescence; INS-1E GLuc reporter insulin secretion, 2-3 h; activation, % at 16.6 µM; 0.61% of 370,000 active; AID 743287;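 active = lowest replicate activation of at least 40%, so every replicate reaches that level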;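 also: 0% = median of neutral control wells and 100% = median of IBMX positive control wells; some compounds called inactive have numbers as strong as hits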
# DENV2 CPE = protects cells from dengue virus 2 cytopathic effect. DENV2-infected cells, cytopathic effect rescue, plate reader. CPE inhibition, % at 9.99 µM. 1.7% of 350,000 active. AID 651640; in the data active = CPE inhibition above about 20%, passing the limit was not always enough; tested in BHK-21 cells;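 also: 0% = median of neutral control wells and 100% = median of positive control wells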
# F508del corr = CFTR F508del correction in bronchial cells; CFBE cells, YFP halide quenching; stimulated with forskolin plus potentiator P3; % fluorescence drop versus neutral controls; activity (quench increase), % at 7.58 µM; 0.36% of 350,000 active; AID 720511;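 active = mean added fluorescence quench of at least 8% versus neutral control, with both replicates also reaching 8%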;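 also: cells transiently co-express mutant CFTR-F508del with the halide-sensitive YFP; corrector assay measuring rescue of mutant channel to the surface after 24 h compound exposure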
# EWS-Fli block = EWS/Fli transcriptional activity inhibition; A673 NR0B1-luciferase reporter, viability-normalised; inhibition, % at 12.6 µM; 0.67% of 350,000 active; AID 651661;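 active = mean inhibition of at least 50% after viability correction, with every replicate also passing that limit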;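 also: firefly luciferase signal divided by Alamar Blue viability fluorescence both relative to DMSO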
# FN deposit inh = fibronectin deposition inhibition | AH1F fibroblasts, Alexa488-fibronectin deposition fluorescence, overnight | inhibition, % at 12.6 µM | 0.086% of 350,000 active | AID 743247;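 active = mean inhibition across replicates of 30% or more, regardless of how many single replicates reach that level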;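 also: positive control wells lacked labelled fibronectin entirely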
#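 Material: AH1F fibroblast monolayer depositing Alexa488-labelled fibronectin into matrix / Amount: 10000 AH1F cells per well / Signal: fluorescence 485/525 nm / Medium: DMEM, 2% serum / Compound: single dose, pinned / Incubation: 1 h cell adhesion before compound, then overnight fibronectin incubation / Reagent: Alexa488-FN, 24 nM final / Read-out: inhibition of fibronectin deposition signal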
# miR122 inh = miR-122 inhibition in Huh7 cells | Huh7 miR-122 Renilla luciferase sensor, 48 h; neutral wells = 0, positive control = 100 | activation (reporter increase), % at 12.5 µM | 0.3% of 340,000 active;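 active = mean replicate activation score at least 90 and every replicate individually at or above 90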;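 also: higher luciferase means less miR-122 activity so hits act as miR-122 inhibitors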
# PAX8 inh HTS = inhibitors of PAX8 transcriptional activity in RMG-I cells; RMG-I TPO-luciferase reporter, SteadyGlo, 24 h; 1.2% of 360,000 active; inhibition, % at 12.6 µM; AID 652154;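 active = mean replicate inhibition at least 60% with every replicate also reaching 60%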;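 also: luciferase light reporting Pax8 driven TPO promoter activity; plate controls were median of neutral control wells for no effect and mitoxantrone controls for full effect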
# * hit, by the source's call; x = not tested or not shown; & = joins results of further samples; [ ] = another dose, or the depositor's remark.
1: NS(=O)(=O)c1ccc(NC(=S)NNC(=O)c2ccc(Br)o2)cc1
2: CC(C)NC(=O)N(C)C[C@@H]1Oc2ncc(C#Cc3ccc(C(F)(F)F)cc3)cc2C(=O)N([C@H](C)CO)C[C@@H]1C
3: Cc1cccc(NCc2nnc(-c3ccccc3)o2)c1C
4: O=C(Nc1ccc(Cl)cc1C(F)(F)F)c1ccccc1Cl
5: CC(=O)Nc1ccc(C(=O)OCc2ccccc2Br)cc1
6: CC(OC(=O)c1cccc(O)c1)C(=O)N(C)Cc1ccccc1 (configuration not stated)
7: O=C(N/N=C/c1cccc2ccccc12)c1cc2ccccc2o1
8: CC(C)NC(=S)Nc1ccc2cn[nH]c2c1
Assay by compound	1	2	3	4	5	6	7	8
GSIS activator	-7	-17	1	11	2	-6	33	-2
DENV2 CPE	-1	-1	3	-5	-4	-6	1	x
F508del corr	3.3	4.0	-0.4	x	-0.9	1.2	0.2	x
EWS-Fli block	6	32	-12	-12	-2	-2	x	x
FN deposit inh	-3	17	3	-4	3	-5	12	10
miR122 inh	9	x	0	x	1	-6	x	x
PAX8 inh HTS	9	x	-17	31	-11	-4	14	12

# Laid out differently: entries from further up
# Below each compound: GSIS activator | DENV2 CPE | F508del corr | EWS-Fli block | FN deposit inh | miR122 inh | PAX8 inh HTS
5) CC(=O)Nc1ccc(C(=O)OCc2ccccc2Br)cc1
 : 2 | -4 | -0.9 | -2 | 3 | 1 | -11
3) Cc1cccc(NCc2nnc(-c3ccccc3)o2)c1C
 : 1 | 3 | -0.4 | -12 | 3 | 0 | -17
8) CC(C)NC(=S)Nc1ccc2cn[nH]c2c1
 : -2 | x | x | x | 10 | x | 12
1) NS(=O)(=O)c1ccc(NC(=S)NNC(=O)c2ccc(Br)o2)cc1
 : -7 | -1 | 3.3 | 6 | -3 | 9 | 9
6) CC(OC(=O)c1cccc(O)c1)C(=O)N(C)Cc1ccccc1 (configuration not stated)
 : -6 | -6 | 1.2 | -2 | -5 | -6 | -4

# More results follow:
9: COc1ccc(OCC(O)CN(C2CCCCC2)C2CCCCC2)cc1 (configuration not stated)
10: N#Cc1ccc(C2=CC(=O)C[C@H](c3ccc(Cl)cc3)C2)cc1
11: C[C@H]1CN([C@@H](C)CO)C(=O)c2cc(NC(=O)Cc3cn(C)c4ccccc34)ccc2O[C@H]1CN(C)C(=O)Nc1ccc(F)cc1
12: CN(C)c1ccc(C=NN2C(=O)CSC2=S)c(Cl)c1
13: COc1ccc(S(=O)(=O)N2CCNC(=O)CC2)cc1
14: Cc1cc(NC(=O)CC2Oc3ccccc3NC2=O)ccc1Br (configuration not stated)
15: CCCCN(C=O)c1c(CC)nc2c(OCc3ccccc3C(=O)OC)cccn12
16: COc1ccc(CNC(=O)C(c2ccco2)N(C(=O)c2snc(C(N)=O)c2N)c2cccc(OC)c2)cc1 (configuration not stated)
Assay by compound	9	10	11	12	13	14	15	16
GSIS activator	x	1	-12	-8	x	-23	-41	13
DENV2 CPE	x	2	19	-8	2	6	3	-2
F508del corr	x	-0.4	1.5	-2.0	0.5	-2.0	-3.4	-0.3
EWS-Fli block	x	-1	-10	2	-4	10	5	12
FN deposit inh	-1	-10	-4	7	0	x	4	-2
miR122 inh	1	x	-8[16.7 µM]	11	0	11	-1	-5
PAX8 inh HTS	6	-1	16	12	5	-7	26	32

17: CCCCn1c(N)c(N(CCOC)C(=O)COC(=O)C(C)Oc2ccc(Cl)cc2)c(=O)[nH]c1=O (configuration not stated)
18: COc1ccc(NC(=O)N(C)C[C@@H]2Oc3ccc(NS(=O)(=O)c4ccc(F)cc4)cc3CC(=O)N([C@@H](C)CO)C[C@H]2C)cc1
19: C[C@@H]1CN([C@H](C)CO)C(=O)c2cc(NC(=O)Nc3ccc(F)cc3)ccc2O[C@@H](C)CCCCO[C@@H]1CN(C)Cc1ccc(C(=O)O)cc1
20: Nn1c(SCCOc2ccccc2)nnc1-c1cccnc1
21: CCOC(=O)C1CCCN(C(=O)c2ccc(S(=O)(=O)N3CCCC3)cc2)C1 (configuration not stated)
22: C[C@@H]1CCCCO[C@@H](CN(C)S(C)(=O)=O)[C@H](C)CN([C@H](C)CO)C(=O)c2cc(NC(=O)C3CCCCC3)ccc2O1
23: Cc1[nH]n(-c2ccccc2)c(=O)c1/C=N/N1C(=O)c2ccc3c4c(ccc(c24)C1=O)CC3
24: COc1cccc(/C=N/NC(=S)Nc2cccc(C(=O)O)c2)c1O
Assay by compound	17	18	19	20	21	22	23	24
GSIS activator	1	-9	4	27	5	7	2	7
DENV2 CPE	-7	0	-2	-4	-9	-13	x	x
F508del corr	2.3	-3.2	-1.2	x	-0.1	0.6	-1.1	0.6
EWS-Fli block	-7	0	-10	20	-2	-2	0	61*
FN deposit inh	-2	x	x	6	-2	x	-10	5
miR122 inh	x	4[16.7 µM]	0[16.7 µM]	2	-5	2[16.7 µM]	-2	x
PAX8 inh HTS	9	x	14	-5	4	-12	-6	12

25: O=C(Nc1ccc2oc(-c3ccccc3Cl)nc2c1)c1ncn[nH]1
26: Nc1nc2n(n1)C(c1c(F)cccc1Cl)CC(c1ccc(F)cc1)N2 (configuration not stated)
27: O=C(NCC1CC1)[C@H]1[C@H](CO)[C@H]2Cn3c(cccc3=O)[C@@H]1N2CCc1ccccc1
28: COc1ccc(NC(=O)N(C)C[C@@H]2Oc3ccc(NS(=O)(=O)c4cn(C)cn4)cc3CC(=O)N([C@@H](C)CO)C[C@@H]2C)cc1
29: O=C(Nc1cccc(C(F)(F)F)c1)C1=CC=CN2CCS(=O)(=O)N=C12
30: O=C(c1ccccc1F)N1CC2(C1)[C@H](c1ccccc1)[C@@H](CO)N2CC1CC1
31: CC(C)(C)c1ccc(NC(=O)c2ccc(=O)[nH]n2)cc1
32: Cc1ccc(SCC(=O)NC2CCS(=O)(=O)C2)cc1 (configuration not stated)
Assay by compound	25	26	27	28	29	30	31	32
GSIS activator	7	3	3	8	15	8	12	-1
DENV2 CPE	3	5	1	0	11	7	12	-7
F508del corr	0.6	2.0	0.5	1.8	-1.7	1.1	3.7	-2.8
EWS-Fli block	-77	3	5	2	2	5	-39	3
FN deposit inh	x	5	x	-2	15	-7	1	7
miR122 inh	-9	x	-3[16.7 µM]	6[16.7 µM]	7	x	4	x
PAX8 inh HTS	x	-15	x	1	37	-11	-96	7

33: O=C(CC(CC(=O)c1ccccc1)C(=O)O)c1ccccc1
34: O=C(NC1CCCCC1)C(c1ccc(Cl)cc1)N1CCC2(CC1)OCCO2 (configuration not stated)
35: C/C(=N/NC(=O)c1ccco1)c1ccc(Br)s1
36: C[C@H]1CN([C@@H](C)CO)C(=O)c2cc(NC(=O)CCC(F)(F)F)ccc2O[C@H]1CN(C)Cc1ccc(Cl)c(Cl)c1
37: CCC(=O)Nc1ccc(C(=O)N/N=C/c2ccc([N+](=O)[O-])cc2)cc1
38: CO[C@H]1CN(C)C(=O)c2cc(NC(=O)c3ccc4c(c3)OCO4)ccc2OC[C@H](C)N(CCC(F)(F)F)C[C@@H]1C
39: C=CCN(c1ccccc1)S(=O)(=O)c1cccc(C(=O)Nc2nc3ccccc3[nH]2)c1
40: CCCCC(=O)O[C@]1(C(=O)CO)CC[C@H]2[C@@H]3CCC4=CC(=O)CC[C@]4(C)[C@H]3[C@@H](O)C[C@@]21C
Assay by compound	33	34	35	36	37	38	39	40
GSIS activator	x	x	50	-20	12	-10	-20	-4
DENV2 CPE	x	x	3	-5	x	23*	x	-12
F508del corr	x	x	1.4	0.5	x	0.5	x	0.5
EWS-Fli block	x	x	-30	x	x	-9	x	-3
FN deposit inh	-2	-2	11	x	1	8	-3	-4&-8
miR122 inh	-6	-1	-4	-4[16.7 µM]	4	x	3	-1
PAX8 inh HTS	-9	4	-81	2	11	x	10	-9

41: COc1ccc(OC)c(NC(=O)c2ccccc2N(C)S(=O)(=O)c2ccc(C)cc2)c1
42: O=C(O)C1CCN(c2ccc(S(=O)(=O)N3CCOCC3)cc2[N+](=O)[O-])CC1
43: COc1ccc(CN2CCN(Cc3cccc4nonc34)CC2CCO)c(C)c1C (configuration not stated)
44: CCOc1ccc(/C(O)=C2\C(=O)C(=O)N(c3cc(C)on3)C2c2ccccc2OC)cc1 (configuration not stated)
45: COc1ccc2c3c(n(C)c2c1)[C@@H](CO)N(C(=O)C1CCCC1)CC31CCN(C(=O)c2ccncc2)CC1
46: COc1ccc(CN(C)C[C@H]2Oc3ccc(NC(=O)C4CCCCC4)cc3CC(=O)N([C@H](C)CO)C[C@H]2C)cc1
47: O=C(N/N=C/c1ccc[nH]1)c1ccccc1OCc1ccccc1Cl
48: COc1ccc(C(C)C)cc1S(=O)(=O)Nc1ccncc1
Assay by compound	41	42	43	44	45	46	47	48
GSIS activator	x	6	-4	x	-6	0	-1	-11
DENV2 CPE	11	-4	10	x	19	-3	-1	0
F508del corr	-1.5	-9.7	-0.2	x	-2.1	0.9	0.8	2.8
EWS-Fli block	2	3	-2	x	-5	2	1	6
FN deposit inh	3	-8	x	1	x	x	-5	-4
miR122 inh	17	x	x	0	x	-2[16.7 µM]	x	58
PAX8 inh HTS	-7	19	-8	16	-15	x	15	13

49: Cc1cc(=O)[nH]c(N/N=C/c2c(C)oc3ccccc23)n1
50: CCCNC(=O)C[C@H]1CC[C@@H]2[C@H](COC[C@H](O)CN2Cc2ccncc2)O1
51: COc1cccc(S(=O)(=O)N2CCCCN3[C@H](C2)[C@H](c2ccc(C4=CCCCC4)cc2)[C@@H]3CO)c1
52: COC(=O)c1sc(-c2ccc(C(C)(C)C)cc2)cc1NC(=O)CSCC(=O)O
53: CN1c2ccc(-c3cccc(C#N)c3)cc2[C@@H]2[C@@H](CCN2C(=O)C2CCC2)[C@@H]1CO
54: CCOC(=O)c1cnc(SCC#N)nc1N
55: CN1c2ccc(C#Cc3ccccc3F)cc2[C@@H]2[C@@H](CCN2C(=O)Cc2cccnc2)[C@H]1CO
56: O=C1CC(C(F)(F)F)=NN1
Assay by compound	49	50	51	52	53	54	55	56
GSIS activator	27	5	25	x	-14	20	5	-3
DENV2 CPE	4	-8	x	-4	-11	5	x	-2
F508del corr	0.1	1.3	-1.3	0.2	-0.7	2.1	2.0	-0.5
EWS-Fli block	12	6	-5	-2	3	-4	-12	4
FN deposit inh	-5	13	x	2	16	6	-7	6
miR122 inh	-1	0[16.7 µM]	6[16.7 µM]	x	-5[16.7 µM]	-3	-9[16.7 µM]	-6
PAX8 inh HTS	-1	-11	22	-25	6	10	0	-5

57: NC(=O)C1CCN(C(=S)NCCc2ccccc2)CC1
58: O=C(C[C@H]1CC[C@@H]2[C@H](COC[C@@H](O)CN2Cc2ccc3c(c2)OCO3)O1)N1CCCCC1
59: CN(C)C(CNC(=S)Nc1cccc(Cl)c1)c1ccccc1 (configuration not stated)
60: COc1ccc(C(=O)COc2ccccc2C(=O)Nc2ccccc2)cc1
61: Cc1noc(C)c1S(=O)(=O)Nc1ccc2c(c1)C(=O)N([C@H](C)CO)C[C@H](C)[C@@H](CN(C)CC1CC1)OCCCC[C@@H](C)O2
62: CS(=O)(=O)c1ccc(Cl)c(NC(=O)COC(=O)CNC(=O)c2ccccc2)c1
63: COc1ccccc1C(=O)N1CCN(Cc2cn[nH]c2-c2ccc(F)cc2F)CC1
64: Cc1ccc(NC(=O)C2CCN(S(=O)(=O)c3cccc4nonc34)CC2)cc1
Assay by compound	57	58	59	60	61	62	63	64
GSIS activator	3	12	11	12	13	-2	-2	8
DENV2 CPE	-1	-1	-4	8	7	9	7	-8
F508del corr	3.4	0.9	4.6	0.1	0.2	2.8	x	1.1
EWS-Fli block	-6	-5	0	10	-16	-1	-5	2
FN deposit inh	4	-8	11	-1	x	-7	-3	-10
miR122 inh	x	-7[16.7 µM]	x	-6	21[16.7 µM]	x	-27	-2
PAX8 inh HTS	11	-4	2	20	-15	-14	0	9
